Screens as filed in PubChem.
DDE Tn7 FP inh: DD(E)-Tn7 binding inhibition, primary FP screen | P02675 | FP displacement of FITC-Tn7 peptide from fibrin DD(E); 0% = median of compound wells per plate | inhibition, % at 8.3 µM | 0.13% of 370,000 active;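 active means inhibition above the mean of compounds falling within the control limits plus 3 SD of them, cut at about 14% in these data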;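 further: 0% = plate median of compound wells and 100% = 10 µM Aha-Tn7 peptide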
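Also added: labelled Tn7 tracer, 0.1 µM; Assay system: human fibrin DD(E) protein; Amount: 2 µM fibrin DD(E); Schedule: 10 min compound pre-incubation, 3 h probe incubation at room temperature; Repeats: one replicate per compound; Read-out basis: percent inhibition; Measured by: fluorescence polarization of the labelled Tn7 tracer.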
ADAM17 inh: ADAM17 inhibition, QFRET primary screen; P78536; recombinant ADAM17, EDANS/DABCYL FRET peptide cleavage; inhibition, % at 6.95 µM; 0.83% of 370,000 active; AID 720648;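 active means inhibition above the mean of compounds lying between control limits plus 3 SD, set per campaign, cut at about 8.5% in these data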;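 further: 0% = DMSO-only wells as the low control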
ARFGAP1 inhibitor: inhibits rat ARF GTPase activating protein 1. Arfgap1-stimulated ARF1 GTP hydrolysis, GDP FP detection. inhibition, % at 16.5 µM. 0.26% of 360,000 active. Q62848;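 active means inhibition above a per-plate limit, mean inhibition of low control wells plus 3 SD, cut at about 25% in these data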;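 further: 0% = DMSO wells with enzyme and 100% = wells lacking Arfgap1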
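Repeats: one replicate per compound; assay system: rat Arfgap1 catalytic domain, aa 1-136; times: enzyme reaction 120 min at 25 °C after 20 min preincubation; detection: FP of antibody-bound GDP Alexa 633 tracer, ex 620/em 688 nm; benchmarks: high control wells lacking Arfgap1, low control full reaction with DMSO; reagent: human ARF1(Δ1-17)-GTP substrate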
PLCg1 inh: PLC-gamma1 (human) inhibition, primary screen | purified PLC-gamma1, fluorogenic substrate, fluorescence | AID 720700 | inhibition, % at 12.2 µM | 0.84% of 370,000 active; in the data active means inhibition above about 9.5%
PLC-beta3 inh: PLC-beta3 (human) inhibition, primary screen. AID 720704. 0.18% of 370,000 active. Purified PLC-beta3, fluorogenic substrate, fluorescence. inhibition, % at 12.2 µM; in the data active means inhibition above about 11%;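 further: 0% = median of compound wells on plate and 100% = full blocker control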
Tn6 DDE FP: DD(E)-Tn6 binding inhibition, primary FP screen | P02675 | Fibrin DD(E) TRITC-Tn6 fluorescence polarization displacement | inhibition, % at 8.3 µM | 0.21% of 370,000 active | AID 720509;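 active means inhibition above a per-campaign cutoff: mean of compounds within control limits plus 3 SD, cut at about 15% in these data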;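 further: 0% = median of all compound wells on the plate and 100% = blocking peptide control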
ASAP1 GAP inh: ASAP1 ArfGAP inhibition. Q9ULH1. inhibition, % at 16.5 µM. 0.19% of 360,000 active. ASAP1-stimulated ARF1 GTP hydrolysis, GDP FP detection; in the data active means inhibition above about 25%;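 further: 0% = vehicle with enzyme and substrate and 100% = no enzyme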
MBD2 inh: blocks human MBD2 binding to methylated DNA | AID 686964 | inhibition, % at 4.4 µM | 0.31% of 370,000 active | Q9UBB5 | TR-FRET, MBD2 binding to methylated oligonucleotide; in the data active means inhibition above about 13%
UHRF1 MBD2 ctr: blocks human UHRF1 binding to methylated DNA; 0.75% of 370,000 active; UHRF1 binding to methylated oligo, TR-FRET; inhibition, % at 4.4 µM; Q96T88; in the data active means inhibition above about 21%;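 further: UHRF1 SRA domain binding a hemimethylated CpG hairpin DNA probe; 0% = median of test compound wells and 100% = reference inhibitor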
Target sequence (Q96T88 whole entry, looked up, the tested form may be a part): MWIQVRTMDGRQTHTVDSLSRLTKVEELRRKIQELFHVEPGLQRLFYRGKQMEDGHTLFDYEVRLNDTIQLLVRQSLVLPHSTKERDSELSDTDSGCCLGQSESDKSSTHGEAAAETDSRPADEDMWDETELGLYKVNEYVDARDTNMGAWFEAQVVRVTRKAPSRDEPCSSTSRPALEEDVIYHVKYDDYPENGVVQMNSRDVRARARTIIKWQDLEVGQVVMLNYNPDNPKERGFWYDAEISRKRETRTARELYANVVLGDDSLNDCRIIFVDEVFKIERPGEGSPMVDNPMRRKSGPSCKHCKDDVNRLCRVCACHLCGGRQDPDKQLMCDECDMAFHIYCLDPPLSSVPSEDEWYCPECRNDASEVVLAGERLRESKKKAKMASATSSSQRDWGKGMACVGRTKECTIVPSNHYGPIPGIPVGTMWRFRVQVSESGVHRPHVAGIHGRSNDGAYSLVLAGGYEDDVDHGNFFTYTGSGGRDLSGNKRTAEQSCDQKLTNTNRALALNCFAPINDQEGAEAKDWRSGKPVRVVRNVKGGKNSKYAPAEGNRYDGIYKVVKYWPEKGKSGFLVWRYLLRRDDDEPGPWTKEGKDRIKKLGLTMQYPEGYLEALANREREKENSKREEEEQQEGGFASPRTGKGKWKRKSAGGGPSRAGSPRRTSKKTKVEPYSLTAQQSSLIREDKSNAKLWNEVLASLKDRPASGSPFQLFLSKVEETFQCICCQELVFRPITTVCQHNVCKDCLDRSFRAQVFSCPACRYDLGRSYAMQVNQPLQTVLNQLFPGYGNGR
KLK7 zymogen act: proKLK7 (human) activation, primary screen; P49862; purified proKLK7, EDANS-DABCYL substrate fluorescence; 100% is mature enzyme control, 0% vehicle; activation, % at 7 µM; 0.9% of 370,000 active; AID 652039;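 active means activation above the mean of all tested compounds plus 3 SD, computed per campaign excluding outliers beyond control limits, cut at about 13% in these data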
* marks the source's active call; other numbers are inactive results; · = not tested or not shown.

SMILES	DDE Tn7 FP inh	ADAM17 inh	ARFGAP1 inhibitor	PLCg1 inh	PLC-beta3 inh	Tn6 DDE FP	ASAP1 GAP inh	MBD2 inh	UHRF1 MBD2 ctr	KLK7 zymogen act
CO/N=C(\C(=O)O)c1csc(NN=C(C)C)n1	-4	-9	-2	-13	-12	-4	13	4	3	0.4
O=C(NC1CCCCC1)c1ccccc1NC(=S)NC(=O)C1CCC1	-4	-2	-8	5	2	-5	4	-5	0	1.3
CC(=O)OC1C=CN(C(C)=O)C(SC(C)(C)C)C1(C)O (stereo unspecified)	-3	-5	8	-5	2	6	3	0	1	0.6
CC(=O)C1=C(O)C(=O)N(c2nccs2)C1c1ccccc1 (stereo unspecified)	-2	1	2	-20	-35	0	-14	-1	1	1.5
COc1ccc(-c2cccc(-c3cc(=O)oc4ccc(C(C)(C)C)cc34)c2)cc1	-1	-4	-2	-1	-6	2	5	-2	1	0.0
CCc1c(C)nc(SCC(=O)Nc2nc(-c3ccc(OC)cc3)cs2)[nH]c1=O	2	3	-2	-1	0	7	3	-6	-1	-0.3
CC(C)CC(=O)n1sc(NC(=O)c2ccccc2)nc1=O	-9	-3	1	1	0	-4	18	4	0	-0.3
CC(C)n1cc(/C=C/c2cc[n+](C)cc2)c2ccccc21	-46	1	5	-182	-205	-8	2	-72	-239	2.2
CC1(C)CC(NC(=S)NC2CC2)CC(C)(C)N1	-7	0	-4	1	-3	-2	3	-3	1	0.2
COc1ccc(CCCC(=O)NC(C)c2ccccc2)cc1 (stereo unspecified)	-6	-4	0	4	-2	2	-8	-4	-3	-0.2
CC(C)c1ccc(NC(=O)Nc2nc(C(C)N)cs2)cc1 (stereo unspecified)	4	-5	6	1	0	-1	0	-2	0	-0.1
Cc1occc1-c1nnc(SCC(=O)NCc2ccc3c(c2)OCO3)n1CC(C)C	0	-7	2	-3	-1	4	-7	0	1	0.7
C[C@H](CO)N1C[C@H](C)[C@@H](CN(C)Cc2ccc(-c3ccccc3)cc2)Oc2c(NS(=O)(=O)c3cn(C)cn3)cccc2C1=O	2	-2	6	3	-1	-5	15	-2	-1	0.0
CCOC(=O)c1ccc(NC(=O)C(C)N2C(=O)c3ccccc3C2=O)cc1 (stereo unspecified)	7	4	-5	6	4	0	5	2	6	1.1
O=C(CSCc1ccccc1)N1CCN(C(=O)c2ccco2)CC1	-1	-1	1	1	4	3	9	-2	-2	0.5
O=S(=O)(NCc1ccccc1)c1ccc(S(=O)(=O)N(Cc2ccccn2)Cc2ccco2)cc1	-10	3	12	5	4	3	1	-1	5	0.1
O=C(C1CCN(S(=O)(=O)c2ccccc2)CC1)N1CCc2ccccc21	4	-1	7	2	0	2	2	-6	0	0.1
CCOc1ccc(C(=O)C(CN2CCOCC2)c2ccccc2)cc1 (stereo unspecified)	4	-1	-15	1	-1	1	-2	1	-1	-0.3
CCN(CC(=O)Nc1ccccc1C(F)(F)F)C(=O)c1ccccc1SCC(=O)N1CCCC1	-1	-3	9	-2	-5	-2	7	4	0	-0.2
O=C(NCc1ccc2[nH]c3c(c2c1)CCCC3)c1ccc(S(=O)(=O)N2CCOCC2)cc1	-25	-2	-4	-97	-128	-7	10	-1	2	3.2
Cc1ccc(NS(=O)(=O)c2ccc(-n3cccn3)cc2)c(C)c1	-5	2	1	1	-7	5	6	-2	2	-0.6
COc1ccc(OC)c(S(=O)(=O)N2CCC(c3cn4ccccc4n3)CC2)c1	2	-76	·	-106	-138	0	·	0	5	1.5
COc1ccc(C(=O)C2CCN(S(=O)(=O)c3ccc4c(c3)OCCO4)CC2)cc1	-3	3	-7	1	2	4	-7	-2	-1	0.9
Cc1nn(-c2ccccc2)c(N2CCCC2)c1C=O	-3	-2	18	0	-4	5	7	7	2	-0.7
COC(=O)C[C@@H]1CC[C@@H]2[C@H](COc3ccc(NC(=O)c4cccc(OC)c4)cc3C(=O)N2C)O1	3	1	·	-1	0	10	·	-8	-1	-0.5
COC(=O)c1cccc(C(=O)N2CCCC(CNC(=O)c3ccccc3Cl)C2)c1 (stereo unspecified)	-2	-9	10	1	-3	2	13	9	4	0.5
Cc1cc([N+](=O)[O-])nn1Cc1ccc(C(=O)N/N=C/c2ccc(O)cc2O)cc1	5	4	9	-7	-5	3	11	-1	-3	-1.7
O=C(COc1coc(CN2CCN(c3ccccc3)CC2)cc1=O)N1CCc2ccccc21	4	4	11	-1	-3	7	-17	-5	-1	0.4
Cc1cc(NCCN2CCOCC2)n2c(nc3ccccc32)c1C#N	5	-214	10	-360	-425	-1	0	1	5	16*
Cc1ccc(OCc2ccc(C(=O)Nc3nccs3)o2)cc1C	-4	3	3	5	-3	-2	10	3	-1	-0.1
Cc1nn(-c2ccc(N3CCOCC3)nn2)c(C)c1CCC(=O)NCc1ccc(F)cc1	4	-3	11	-7	-11	-3	-11	-3	-2	0.6
CC(=O)Nc1ccccc1C(=O)C(=O)Nc1cccc(F)c1	-5	-1	-2	1	3	-5	7	3	-2	-16
O=C(CC1C(=O)NCCN1Cc1ccc(F)cc1)NCCN1CCCc2ccccc21 (stereo unspecified)	1	-7	-6	-20	-20	-2	0	4	8	0.8
COc1cc(OC)cc(-c2c(-c3cccs3)c3cc(-c4ccc5cc[nH]c5c4)ccc3n2C)c1	3	-42	16	-214	-316	-8	6	0	-2	-16
S=C(Nc1ccc2c(c1)OCCO2)Nc1ccc2c(c1)OCO2	0	-2	-12	-9	-10	4	10	-3	-6	0.0
COc1cc(O)c(C(CC(=O)N2CCCC2)c2cc(OC)c(OC)c(OC)c2)c(OC)c1 (stereo unspecified)	-8	0	4	6	2	-1	-7	3	7	0.0
COc1cccc(C(=O)NC2CCCc3c2cnn3-c2ccc(C)c(C)c2)c1OC (stereo unspecified)	4	-1	-13	-2	-4	1	-23	0	0	0.8
CC(C)CC(=O)Nc1cccc(-c2nc3ccccc3[nH]2)c1	-2	-6	13	0	-8	4	2	7	2	0.4
C[C@@H]1COC(=O)[C@H](CC(=O)OC(C)(C)C)C/C=C\C[C@@H](CC(=O)N[C@H](CO)Cc2ccccc2)C(=O)N1	2	-3	3	-1	0	-1	-1	0	-1	0.8
CCC(C)c1ccccc1OCCn1ccnc1 (stereo unspecified)	0	-3	2	2	3	-4	-11	0	-2	-0.1
CCOC(=O)c1csc(NC(=O)c2ccc(S(=O)(=O)N(C)C)cc2)n1	2	-2	-2	2	3	1	5	4	2	-1.2
Brc1ccc2ncc(Br)cc2c1	0	-2	15	1	6	-4	7	-4	0	0.4
C=C(C)COc1ccc2c3c(c(=O)oc2c1OCC(=C)C)CCC3	5	-16	-5	-64	-79	7	6	-5	-5	-2.7
CCOC(OCC)P(=O)(c1ccccc1)c1ccccc1	-6	3	5	2	3	-4	6	-3	1	0.3
